SRC1 inh = SRC1 coactivator transcriptional activity inhibitors, primary screen, cell-based, luminescence | Nuclear receptor coactivator 1 (Homo sapiens), Q15788 | HEK293 GAL4-SRC1 luciferase reporter | inhibition, % at 3.6 µM | 0.12% of 360,000 active | AID 588354, 2011;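 active = inhibition above the campaign mean plus 3 SD, with each screening campaign given its own cutoff, cut at about 60% in these data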;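 also: 0% = DMSO treated cells and 100% = gossypol at 36 µM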
NCOA3 inh = SRC3 coactivator transcriptional activity inhibitors, primary screen, cell-based, luminescence. HEK293 GAL4-SRC3 luciferase reporter. inhibition, % at 3.6 µM. 0.17% of 360,000 active. Nuclear receptor coactivator 3 (Homo sapiens), Q9Y6Q9;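 active = inhibition above a per-campaign cutoff, the mean of all compounds plus 3 SD, cut at about 60% in these data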;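 also: 0% = DMSO-treated cells and 100% = gossypol-treated cells at 36 µM; higher means less SRC3-driven luciferase light from the GAL4 reporter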
TROY NFkB inh = inhibitors of TROY-driven NF-kB signaling, primary screen, Q293 LMP1-TROYcd cells, NF-kB luciferase, uHTS; AID 1347056, 2019; Q293 LMP1-TROYcd NF-kB luciferase reporter, 4 h; inhibition, % at 10 µM; 0.98% of 360,000 active;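 active = compounds whose plate-normalised and pattern-corrected inhibition of the luciferase reporter signal at the single screening dose is 50% or more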
TRAIL sens C8 = viability loss with TRAIL in NB7+C8 cells, primary screen, TRAIL sensitizer project, cell-based, ATPlite luminescence; inhibition (viability loss, TRAIL sensitization), % at 10 µM; 1% of 360,000 active;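 active = compounds causing at least 50% loss of cell viability in the single-dose screen, relative to plate controls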
Vif imaging = HIV Vif self-association inhibitors, primary screen, imaging, HEK293T, single point. HEK293T cells, Vif self-association by quenched fluorescence, 24 h. inhibition, % at 7.49 µM. 0.35% of 340,000 active. AID 602346, 2012; in the data active = inhibition above about 50%, passing the limit was not always enough; inconclusive = no clear call, values can overlap the other calls; inactive = below about 31%; also: some results filed as inactive read as strong as hits
SRC2 inh = inhibition of GAL4-SRC2 driven luciferase reporter, primary screen, SRC2 inhibitor project, cell-based, luminescence | Nuclear receptor coactivator 2 (Homo sapiens), Q15596 | HEK293 GAL4-SRC2 luciferase reporter | inhibition, % at 9 µM | 0.17% of 370,000 active;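 active = inhibition above the mean inhibition of all tested compounds plus 3 SD, set per campaign, cut at about 52% in these data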;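 also: 0% = DMSO treated cells and 100% = cells given Gossypol at 36 µM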
Target sequence (Q15596 whole entry, looked up, the tested form may be a part): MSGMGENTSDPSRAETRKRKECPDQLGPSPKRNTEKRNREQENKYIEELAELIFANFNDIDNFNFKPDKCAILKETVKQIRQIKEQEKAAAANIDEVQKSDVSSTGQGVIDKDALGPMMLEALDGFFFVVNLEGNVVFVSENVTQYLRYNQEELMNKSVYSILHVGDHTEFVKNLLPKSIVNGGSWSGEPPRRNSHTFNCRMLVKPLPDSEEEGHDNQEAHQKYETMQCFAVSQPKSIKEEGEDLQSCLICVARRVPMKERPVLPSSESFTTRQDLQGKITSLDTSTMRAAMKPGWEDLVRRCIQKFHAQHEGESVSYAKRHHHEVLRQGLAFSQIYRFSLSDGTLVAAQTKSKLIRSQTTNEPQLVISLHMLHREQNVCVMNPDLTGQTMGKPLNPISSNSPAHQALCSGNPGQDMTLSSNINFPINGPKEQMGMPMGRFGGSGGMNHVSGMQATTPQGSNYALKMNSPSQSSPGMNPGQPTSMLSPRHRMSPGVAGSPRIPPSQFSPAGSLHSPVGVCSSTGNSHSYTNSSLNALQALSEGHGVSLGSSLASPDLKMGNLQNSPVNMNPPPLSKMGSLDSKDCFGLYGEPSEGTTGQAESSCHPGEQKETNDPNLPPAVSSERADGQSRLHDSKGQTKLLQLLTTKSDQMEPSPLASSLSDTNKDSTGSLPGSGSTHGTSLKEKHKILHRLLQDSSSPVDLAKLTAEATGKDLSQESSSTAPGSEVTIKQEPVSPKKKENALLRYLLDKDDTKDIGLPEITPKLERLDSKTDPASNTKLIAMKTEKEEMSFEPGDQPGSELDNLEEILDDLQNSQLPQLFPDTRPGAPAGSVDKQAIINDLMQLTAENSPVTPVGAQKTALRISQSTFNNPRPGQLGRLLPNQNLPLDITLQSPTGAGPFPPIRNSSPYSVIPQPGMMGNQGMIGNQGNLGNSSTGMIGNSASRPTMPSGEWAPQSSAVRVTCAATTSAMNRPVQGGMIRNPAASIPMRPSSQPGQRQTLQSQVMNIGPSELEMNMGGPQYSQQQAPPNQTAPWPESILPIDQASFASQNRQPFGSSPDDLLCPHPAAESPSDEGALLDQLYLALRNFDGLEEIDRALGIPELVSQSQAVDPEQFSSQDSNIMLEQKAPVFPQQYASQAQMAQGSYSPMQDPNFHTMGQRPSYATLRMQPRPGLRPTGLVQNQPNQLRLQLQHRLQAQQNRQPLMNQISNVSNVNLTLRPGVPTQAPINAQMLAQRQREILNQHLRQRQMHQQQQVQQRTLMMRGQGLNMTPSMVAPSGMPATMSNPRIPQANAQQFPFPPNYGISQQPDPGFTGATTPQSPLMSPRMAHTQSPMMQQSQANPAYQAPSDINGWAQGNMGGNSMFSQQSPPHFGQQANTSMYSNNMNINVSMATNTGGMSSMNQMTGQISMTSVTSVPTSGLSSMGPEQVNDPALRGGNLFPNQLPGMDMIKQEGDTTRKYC
NR5A2 inv ag = LRH-1 (NR5A2) inverse agonists, primary screen, cell-based, luminescence, HEK293T, StAR-luciferase reporter; Nuclear receptor subfamily 5 group A member 2 (Homo sapiens), O00482; LRH-1 transfected, 24 h; inhibition, % at 3.6 µM; 0.13% of 360,000 active; AID 602396, 2012;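 active = inhibition above the mean inhibition of all tested compounds plus 3 SD, cut at about 73% in these data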;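 also: 0% = DMSO wells and 100% = reporter-only cells lacking LRH-1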
LMP1 NFkB inh = EBV LMP1-driven NF-kappaB luciferase reporter inhibitors, primary screen, cell-based, luminescence, single point. LMP1-induced NF-kappaB luciferase reporter cells. inhibition, % at 12.5 µM. 0.69% of 350,000 active. AID 504558, 2011; in the data active = inhibition above about 41%; inconclusive = no clear call, values can overlap the other calls;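 also: 0% = neutral control wells and 100% = reference inhibitor control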
NOD2-RIPK2 inh = NOD2-RIPK2 binding disruptors in cells, primary screen, fluorescence, CHO cells, BLA complementation | Receptor-interacting serine/threonine-protein kinase 2 (Homo sapiens), O43353 | CCF4 ratio | inhibition, % at 4.98 µM | 0.38% of 360,000 active; in the data active = inhibition above about 21%;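 also: 0% = vehicle only and 100% = reference blocker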
TLR9-MyD88 block = inhibitors of TLR9-MyD88 association in cells, primary screen, cell-based, CHO, BLA complementation, fluorescence; inhibition, % at 4.98 µM; CCF4 FRET ratio; Toll-like receptor 9 (Homo sapiens) + Myeloid differentiation primary response protein …; AID 504734, 2011; 0.21% of 340,000 active;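 active = inhibition above the mean over all tested compounds plus 3 SD, cut at about 21% in these data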;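 also: 0% = DMSO only wells and 100% = clavulanate BLA inhibitor control wells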
COUP-TFII inh = NR2F2 transcriptional activity inhibitors, primary screen, cell-based, luciferase reporter, HEK293T, luminescence. COUP transcription factor 2 (Homo sapiens), P24468. HEK293T NGFI-A luciferase reporter. inhibition, % at 8.6 µM. 0.7% of 370,000 active. AID 686940, 2013;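 active = inhibition above a per-plate cutoff, mean inhibition of test wells between control levels plus 3 SD, cut at about 38% in these data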;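 also: cells cotransfected with COUP-TFII expression vector driving the NGFI-A reporter; 0% = median of COUP-TF2 test wells and 100% = reporter-only cells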
An asterisk follows results filed as active; ? = inconclusive; . = not tested or not shown. Some of the compounds tested, so the mix of outcomes need not match the whole.

SMILES	SRC1 inh	NCOA3 inh	TROY NFkB inh	TRAIL sens C8	Vif imaging	SRC2 inh	NR5A2 inv ag	LMP1 NFkB inh	NOD2-RIPK2 inh	TLR9-MyD88 block	COUP-TFII inh
O=C(c1cccc(NC2=NC3CS(=O)(=O)CC3S2)c1)N1CCN(c2ncccn2)CC1 (centres undefined)	-10	10	-17	-9	-3	-5	-20	-3	0	-1	-14
Cc1ccccc1C(=O)NCCNc1ccc([N+](=O)[O-])cc1	5	15	-10	3	-7	4	20	-2	-5	5	4
O=C(NCc1ccco1)c1ccc(N2CCCCC2)c([N+](=O)[O-])c1	-15	5	-27	-5	1	2	-11	-1	-16	2	-15
O=C(c1ccc2c(c1)CCC2)N1CCN(Cc2c(F)cccc2Cl)CC1	-10	-1	-9	-12	.	-12	4	5	-7	-8	3
CN(c1ccc(C(=O)Nc2cccc(O)c2)cc1)S(=O)(=O)c1ccccc1	-53	-25	-45	6	6	-44	-15	0	-4	7	-21
COc1ccc(C(=O)Nc2nnc(SCC(=O)Nc3ccc(NC(C)=O)cc3)s2)c(OC)c1	-123	-130	25	2	-8	-50	-137	-21	-6	-1	-87
COCCCNC(=O)CSC1=Nc2ccccc2C2=NC(CC(=O)NCc3ccccc3)C(=O)N12 (centres undefined)	-7	-2	2	5	-6	-25	0	5	-12	-1	5
O=C(NC1CCCCC1)C(c1ccncc1)n1c(=O)c(-c2cc3ccccc3[nH]2)nc2ccccc21 (centres undefined)	.	.	.	-14	.	-10	15	.	53*	.	0
Cc1ccc(NC(=O)c2ccncc2)cc1[N+](=O)[O-]	-7	3	8	-7	-6	6	-7	4	-3	-8	-5
COc1ccccc1CCNC(=O)C(=O)NCC1OCCCN1S(=O)(=O)c1cc(C)ccc1C (centres undefined)	-9	-11	3	5	-4	-11	-4	8	6	-1	0
CCC(=O)N(Cc1cc2cc(OC)ccc2[nH]c1=O)c1cc(C)ccc1C	-4	1	0	-7	.	4	-2	-2	0	2	-3
Cc1cccc(NC(=O)CN(C)S(=O)(=O)c2cccc3cccnc23)c1C	5	-8	0	-1	2	-20	2	1	-2	1	5
CC(C)(C)c1ccc(-c2nc3n(c(=O)c2C#N)CCS3)cc1	-15	-7	-20	-8	5	-7	-8	-8	7	10	10
COC(=O)C1=C(C)N(c2ccc(C)cc2)/C(=C/c2ccc(O)cc2)C1=O	20	19	11	4	-3	16	2	-16	2	1	-3
O=C1c2ccccc2C(=O)N1CCOc1ccc(F)cc1	-62	-67	-45	-4	-3	-47	-91	-18	-1	-7	-26
COc1c(C(=O)NNC(=O)c2ccccc2)csc1Br	-75	-33	-4	23	-5	-23	-104	-9	7	7	-20
O=C(c1cnn(C(=O)c2ccco2)c1)c1cc(Cl)cc(Cl)c1O	2	-7	4	-6	-2	-29	-23	-5	-6	7	3
COC(=O)c1c(NC(=O)CN2CCCc3ccccc32)sc(C)c1C	-2	16	2	7	2	12	8	-15	12	19	-6
CC(=O)NC12CC3CC(C1)CC(C(=O)OCC(=O)c1cc(C)n(C)c1C)(C3)C2	-97	-88	-20	4	7	-86	-109	14	-20	-6	-31
CCCCc1cc(=O)oc2cc(OC3CCCCC3=O)ccc12 (centres undefined)	12	4	1	10	-10	1	-8	13	-10	-13	11
COc1ccc(OCCN2CCC(C(=O)NC(c3ccccc3)c3ccc4ccccc4n3)CC2)cc1 (centres undefined)	-7	-6	-1	12	.	.	-10	.	-10	.	.
Cc1occc1C(=O)NCCc1ccc(Cl)cc1	-64	-21	2	0	4	-15	-45	-33	4	12	-10
CCCCc1ccc(NC(=O)COC(=O)c2ccc3ncsc3c2)cc1	-32	-23	-2	-7	13	2	2	-3	1	-1	-2
OC(c1cccc(OCc2ccccc2)c1)c1nnc(-c2ccccc2)o1 (centres undefined)	4	-1	26	18	.	4	7	1	5	2	-11
O=c1c2c([nH]n1-c1ccccc1)CCSC2	-5	-2	9	10	5	4	7	-5	1	-1	0
Cc1cc(Nc2ccc(C(=O)O)cc2)nc(N)n1	-3	7	11	0	2	9	-7	0	8	-16	-5
C#CCOCCOCCOCCNc1nc(N2CCN(C(=O)[C@H](CCC(=O)O)n3cc(C(N)CC(C)C)nn3)CC2)nc(N2CCN(C(=O)[C@H](Cc3cc4ccccc4[nH]3)n3cc(C(N)CC(C)C)nn3)CC2)n1 (some centres undefined)	4	-11	7	4	-10	.	21	2	-5	-4	.
CC(C)(C)c1cn(-c2ccccc2)c(=S)[nH]1	2	-9	-12	-2	?	-23	23	-6	-4	-1	16
O=C(COC(=O)c1ccc(Cl)nc1)Nc1nnc(-c2ccccc2)o1	-18	-1	5	-10	-7	-21	5	-9	2	0	13
CCOC(=O)c1ccc(NC(=O)c2nc[nH]c2C(=O)NC[C@@H](C)O)cc1	-2	3	21	1	-2	-2	9	7	-6	3	-23
CSC[C@H](NC(=O)COc1cc2c(c3oc(=O)c(C)c(C)c13)CCC(C)(C)O2)C(=O)O	10	3	6	-7	-2	10	2	-3	3	12	10
O=C(O)c1cc(S(=O)(=O)N(Cc2ccccc2)c2ccccc2)ccc1Cl	-5	1	-3	-9	-18	3	-2	-5	10	-2	-7
COc1ccc(N2CCN(C(=O)c3ccc4c(Cl)c5c(nc4c3)CCCC5)CC2)cc1	-109	-8	-1	13	.	15	-4	2	17	-64	19
Cc1cc(C)n2nc3nc4c(cc3c2n1)CCCC4	0	-2	-8	5	1	-14	2	1	3	-14	3
CCCOc1ccc(/C=C/C(=O)Nc2ccc([N+](=O)[O-])cc2C)cc1OC	-6	12	14	21	?	6	-20	-8	-3	3	0
CCc1ccc(C(=O)c2cncc(Br)c2)cc1	17	17	-10	3	-1	9	-3	8	-2	6	-10
Cc1ccc(CNCc2ccc3c(c2)OCO3)cc1	13	-3	-2	5	27	7	20	5	-1	-3	5
CC(=O)N1N=C(c2ccccc2O)OC1(C)CC(=O)Nc1ccccc1 (centres undefined)	-25	14	-16	-13	-3	-15	18	-6	-8	2	-16
COc1ccc(NC(=O)c2ccc(S(=O)(=O)N(C)c3ccccc3)cc2)cn1	5	2	12	-6	-11	13	1	-4	4	-7	41*
CC(=O)c1c(C)[nH]c(C(=O)OCC(=O)N(Cc2ccccc2)C(C)(C)C)c1C	-29	20	-17	16	-1	0	4	1	1	-5	-8
O=C(CNC(=O)c1ccccc1)OCc1nnc(-c2ccccc2)o1	0	-11	-22	-12	1	-14	-20	2	-7	5	-10
CC(=O)Oc1c(C)c(=O)n(C)c2ccccc12	2	1	-12	-2	3	13	5	0	-16	2	4
COC(=O)c1ccc(Oc2cc(C)nc(Cl)n2)cc1	-3	8	-10	1	-9	5	32	-10	-1	1	9
CCCC(=O)OCC(=O)Nc1ccc(OC(F)F)cc1	0	6	-9	-10	-1	3	9	-2	-8	-1	4
Cc1ccc(S(=O)(=O)CCC(=O)OC(C)c2nnc(-c3cccs3)o2)cc1 (centres undefined)	5	-12	12	-2	-3	11	1	-9	8	4	-6
CCN(C1CCCCC1)S(=O)(=O)c1cn(C)c(=O)n(C)c1=O	-3	8	4	-13	-4	-15	9	-14	-5	8	-1
Cc1c(N2C(=O)C(C)SC23C(=O)Nc2ccccc23)c(=O)n(-c2ccccc2)n1C (centres undefined)	-5	2	4	-7	26	-3	11	5	5	4	-13
Cc1ccc(C)c(-c2nnc(NC(=O)CCS(=O)(=O)c3ccc(F)cc3)o2)c1	-6	-2	2	16	-2	-3	6	-2	-2	0	-3
O=C(NCCn1c(C(F)(F)F)nc2cc(C(F)(F)F)ccc21)[C@H]1CCCN1c1nc(CN2CCCCC2)cs1	9	10	10	13	2	.	10	-2	-11	-17	.
CCNC(=S)Nn1cnc2ccccc21	-16	-6	-22	-13	1	-2	-2	1	-5	-9	-9
COc1ccc(CN(C)C(=O)CCc2ccc(S(=O)(=O)N3CCCCCC3)cc2)c(OC)c1	-3	13	23	-9	-21	-9	21	-10	5	1	5
COc1ccc(CCN2CC(C(=O)NCc3cc(C)on3)CCC2=O)cc1 (centres undefined)	-1	-3	0	10	-2	7	12	-6	-10	-2	-9
CC(C)CC(C(=O)OCC(=O)c1c(N)n(C)c(=O)n(C)c1=O)N1C(=O)C2CC=CCC2C1=O (centres undefined)	1	-2	-4	-6	7	-21	4	-1	8	0	-3
COc1ccc(-n2nc(C(=O)NCC(=O)N(C)Cc3ccccc3)c3ccccc3c2=O)cc1OC	8	-13	0	-5	-11	8	24	5	-1	7	-6
O=C(O)/C=C/C(=O)Nc1ccc2nccnc2c1	-8	-11	-15	-5	-5	-6	-5	-18	-6	-3	-8
CC1CC(C)CN(S(=O)(=O)c2ccc(C(=O)N(c3ccccn3)C3CCCCC3)cc2)C1 (centres undefined)	-10	21	8	1	-3	-5	14	-22	-10	9	8
Cc1cccc(NS(=O)(=O)c2cccc(C(=O)NCC3(N4CCOCC4)CCCCC3)c2)c1	-2	17	-10	15	11	-21	2	2	-8	5	16
Cc1cccc(N2C(=O)CCC2=O)c1	-1	10	13	-9	-6	-7	2	8	-4	-7	3
CCN(C(=O)Cn1nnc(-c2ccccc2)n1)C1CCS(=O)(=O)C1 (centres undefined)	5	14	12	-8	0	8	2	-6	4	2	-5
Cc1nc2cc(NC(=O)COc3ccccc3C#N)ccc2n1-c1ccccc1	-2	-22	-9	-3	8	-1	5	3	4	0	8

More entries.
SMILES	SRC1 inh	NCOA3 inh	TROY NFkB inh	TRAIL sens C8	Vif imaging	SRC2 inh	NR5A2 inv ag	LMP1 NFkB inh	NOD2-RIPK2 inh	TLR9-MyD88 block	COUP-TFII inh
CC(C)Cn1cc(C(=O)N2CCOCC2)c2c3ccccc3n(C)c2c1=O	4	1	-4	-5	.	-9	-1	-4	-5	5	-8
O=C(CC1CCCCC1)NCc1ccccn1	-33	-6	-13	-7	4	7	0	-6	-13	0	-13
Cc1cccc(N(C(=O)c2csnn2)C(C(=O)NC(C)(C)C)c2cccs2)c1 (centres undefined)	7	7	-13	-4	3	0	9	-6	-6	0	-8
Cc1ccc(SC[C@H](C)CN2CC[C@H](C)CCC2=O)cc1	-5	3	-12	-17	2	6	9	-7	5	-2	7
CC(=O)NC1=NN(C(C)=O)C(c2ccc(C)cc2)S1 (centres undefined)	9	-6	-23	5	5	5	-6	-2	-11	2	-21
CC(C)C(=O)NCCc1nc2ccccc2n1CCc1ccccc1	-2	12	4	10	1	10	-3	4	-24	-3	13

From PubChem
